PhoP GFP inhibition: Inhibition of PhoP regulon, Salmonella typhi GFP reporter cells, confirmation, 4 h (AID 1850) | 310,000 compounds, 0.33% hits | Salmonella Typhi PhoP-promoter GFP reporter, fluorescence, 4 h; higher % means a stronger effect | inhibition, % at 50 µM; hits with a dose series show IC50 in µM; in the data active = a potency from the dose series; inconclusive = inhibition mostly from about 25% at the one dose, without a potency; inactive = the rest, 99 in 100 with inhibition below about 19%;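 note: 0% = induced wells with vehicle and 100% = uninduced wells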
tuberculosis growth: growth inhibition of non-replicating M. tuberculosis (AID 488890); Mycobacterium tuberculosis non-replicating, growth inhibition; higher % means a stronger effect; inhibition, % at 25 µM, or IC50 in µM where a hit was titrated; 320,000 compounds, 0.39% hits; in the data active = a potency from the dose series; inconclusive = inhibition mostly from about 82% at the one dose, without a potency; inactive = the rest, 99 in 100 with inhibition below about 76%;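 note: plate controls were DMSO cells for no effect and high antibiotic wells for full effect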
influenza NS1A: NS1A inhibition, H1N1 influenza, cell based functional assay (AID 504329) | NS1A functional cell-based assay, percent inhibition; higher % means a stronger effect | inhibition, % at 12.5 µM; hits with a dose series show IC50 in µM | 340,000 compounds, 0.3% hits; in the data active = a potency from the dose series; inconclusive = inhibition above about 27% without an active follow-up result; note: strong numbers were not always called active
VEEV TC-83 Vero: inhibitors of VEEV TC-83 cytopathic effect, confirmation, Vero cells (AID 588727); inhibition, % at 20 µM, or IC50 in µM where a hit was titrated; 350,000 compounds, 0.13% hits; Vero cells, VEEV TC-83 cytopathic effect inhibition; higher % means a stronger effect; in the data active = a potency from the dose series; inconclusive = inhibition mostly from about 14% at the one dose, without a potency; inactive = the rest, 99 in 100 with inhibition below about 12%; note: strong numbers were not always called active
H37Rv inhibition: M. tuberculosis growth inhibition, HTS (AID 449762) | M. tuberculosis H37Rv growth inhibition, 7H9 media; higher % means a stronger effect | inhibition, % at 25 µM; hits with a dose series show IC50 in µM | 330,000 compounds, 0.59% hits; in the data active = a potency from the dose series; inconclusive = inhibition above about 70% without an active follow-up result;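 note: bacterial growth assessed after seven days of incubation; strong numbers were not always called active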
VEEV TC-83 Vero 10K pilot screen: recorded beside VEEV TC-83 Vero, whose call it bears; inhibition, %; measured here: 10K pilot screen inhibition
* marks the source's active call; other numbers are inactive results; i = inactive; ? = inconclusive; / = not tested or not shown; & = joins results of further samples.

SMILES	PhoP GFP inhibition	tuberculosis growth	influenza NS1A	VEEV TC-83 Vero	H37Rv inhibition	others
C[C@]1(C(=O)NCCc2c[nH]c3ccccc23)C=C[C@@H](Cc2ccccc2)N1C(=O)c1ccccc1	-4%	20%	-5%	1.1%	2%
CC(C)CC(=O)c1c[nH]c(C(=O)NCCc2ccccn2)c1	-1%	-3%	-7%	1.0%	-5%
COc1cccc(Oc2ccc(S(=O)(=O)N3CCOCC3)cc2[N+](=O)[O-])c1	/	6%	-1%	i	-11%
CC(Sc1nnc(N)s1)C(=O)Nc1ccc2c(c1)OCCO2 (stereo not drawn)	-4%	-5%	-3%	i	-4%
Cc1ccccc1C(O)(Cc1ccccc1)C1CN2CCC1CC2 (stereo not drawn)	8%	30%	2%	1.4%	-7%
COc1ccc2[nH]c(-c3ccc(C)cc3)cc(=O)c2c1	-18%	-1%	-10%	0.0%	-8%
NC(=O)CC[C@H](NC(=O)OCc1ccccc1)C(=O)OCc1ccc(Cl)cc1	-2%	-7%	-7%	0.4%	3%
CN=c1scc(-c2ccccc2F)n1/N=C(\C)c1cccnc1	-1%	-3%	22%	3.7%	?
c1cnc2cc(-c3ccsc3)ncc2c1	/	10%	2%	1.4%	-11%
O=S(=O)(NC1CCCCC1N1CCN(c2ccc(F)cc2)CC1)c1ccc(Cl)cc1 (stereo not drawn)	-22%	33%	19%	4.0%	13%
O=C1OCc2cc(NC(=O)C34CC5CC(CC(C5)C3)C4)ccc21	-11%	11%	1%	2.7%	-11%
CCC(C)N=C1CC(C)(C)CC(=O)/C1=C(/O)Cc1ccccc1 (stereo not drawn)	3%	23%	-6%	i	1%
C/C(=N\NC(=O)c1cccc(S(=O)(=O)Nc2ccccc2Cl)c1)c1ccco1	-2%	24%	-4%	3.4%	-26%
FC(F)(F)c1ccc2c3n(nc2c1)CCN=C3c1ccc(Cl)cc1	-8%	23%	1%	0.6%	21%	VEEV TC-83 Vero 10K pilot screen=1.9
Cc1cc(NC(=O)Nc2cc(F)ccc2C)n(C)n1	-1%	-1%	-24%	i	-1%
CCN(CC)C(=O)Cn1nnc(-c2ccc(C)o2)n1	-3%	12%	18%	4.1%	3%
CCOC(=O)N1CCN(c2nc(-c3ccc(F)cc3)cs2)CC1	8%	25%	2%	0.7%	4%
Cc1ccc(/C=N/Nc2ccc(C(=O)O)cc2)o1	9%	7%	-11%	0.6%	8%
COc1ccc(-c2sc3cc(OC)c(OC)cc3c2C#CCO)cc1	/	27%	-4%	0.4%	10%
COc1ccc(Nc2ncc3c(n2)CC(c2ccc(C)cc2)CC3=O)cc1 (stereo not drawn)	3%	13%	-24%	i	11%
C=CCOc1nc2c(c(=O)n(C)c(=O)n2C)n1Cc1ccc(Cl)cc1Cl	-6%	35%	-6%	i	6%
CC1(C)Cc2ccccc2-c2[nH]c(=S)[nH]c(=O)c21	0%	7%	0%	4.0%	8%
O=C(Cc1cc(=O)[nH]c(=O)[nH]1)N1CCN(CCO)CC1	/	/	26%	2.0%	/
O=C(c1cccc(S(=O)(=O)N2CCN(c3ccc(F)cc3)CC2)c1)N1CCCC(C(F)(F)F)C1 (stereo not drawn)	7%	-15%	7%	i	-8%
CCCCn1c(N)c(N(CC(C)C)C(=O)CCNC(=O)c2ccc(Cl)cc2)c(=O)[nH]c1=O	-7%	-13%	-14%	5.2%	-5%
The list continues:
SMILES	PhoP GFP inhibition	tuberculosis growth	influenza NS1A	VEEV TC-83 Vero	H37Rv inhibition	others
C=CCNC(=O)COC(=O)c1ccc(Cl)c(S(N)(=O)=O)c1	5%	-3%	-8%	0.2%	-5%
O=C(COc1ccc([N+](=O)[O-])cc1)Nc1ccc(CN2CCOCC2)cc1	-3%	59%	-2%	i	8%	VEEV TC-83 Vero 10K pilot screen=0.1
CCCC12CN(C(=O)c3ccc(OC)cc3)CC(C)(CN(C(=O)c3ccc(OC)cc3)C1)C2=O	2%	1%	-1%	8.2%	-3%
CC(C(=O)OCC(=O)Nc1ccc(S(=O)(=O)N2CCCCC2)cc1)N1C(=O)c2ccccc2C1=O (stereo not drawn)	-7%	-6%	7%	2.1%	0%
Cc1ccc2cc3c(NS(=O)(=O)c4cccc5nonc45)nn(CC(C)C)c3nc2c1	8%	33%	5%	2.5%	4%
Cc1ccc2c(c1)N(CCCC(=O)NCCCN1CCCCC1)C(=O)CO2	-7%	-22%	1%	2.4%	-14%
O=C(C1=C[C@H](c2ccccc2)C[C@H](OCc2ccc(CO)cc2)O1)N1CCN(Cc2ccc3c(c2)OCO3)CC1	0%	31%	-3%	1.7%	63%
CCN1C(=O)/C(=C\c2ccncc2)SC1=Nc1ccc(C)c(C)c1	-3%	24%	-2%	6.1%	0%
COc1ccc2c(c1OC)C(=O)N1N=C(c3ccc(Br)cc3)CC21 (stereo not drawn)	-6%	73%	-7%	1.2%	-10%
C=CCNC(=O)COc1ccc(S(=O)(=O)Nc2ccc(OCC)cc2)cc1	-1%	-15%	-3%	i	-15%
Cc1cccc(NC(=O)C2CCN(C(=O)c3ccc(F)cc3)CC2)n1	1%	-5%	11%	1.6%	-9%
Cc1ccc(CN2CCN(/N=C/c3ccc(O)c(O)c3)CC2)cc1	11%	-12%	-23%	1.0%	-1%
COc1cc2c(cc1OC)CN(C(=O)c1cc(S(=O)(=O)N3CCOCC3)c(Cl)cc1Cl)CC2	-5%	-2%	-6%	6.2%	0%
CCc1ccc(NC(=O)CSc2nc(CSc3ccc(C)cc3)cc(=O)[nH]2)cc1	-1%	7%	6%	0.4%	-10%
CCn1ccc(C(=O)NCc2ccc3c(c2)OCO3)n1	-10%	33%	16%	1.9%	6%
O=C(COC(=O)Cc1ccc(S(=O)(=O)N2CCOCC2)s1)Nc1ccc2c(c1)OCO2	7%	-11%	3%	0.6%	-5%
Cc1ccc(S(=O)(=O)NCCN2CCOCC2)s1	-7%	-4%	-6%	2.0%	-13%
COc1ccc(-c2sc3ccccc3c2-c2ccc(OCCN(C)C)cc2)cc1	/	?	11%	i	?	VEEV TC-83 Vero 10K pilot screen=0.0
COc1ccc(C(=O)NCCNC(=O)c2ccc(C)nc2)cc1	1%	-2%	-8%	0.7%	-3%
COC(=O)c1[nH]c2c(c1C)C(=O)CC(c1cccc(OC)c1)C2 (stereo not drawn)	4%	-1%	-10%	1.3%	-4%
Cc1ccc(C(=O)NS(=O)(=O)c2ccc(C)cc2)cc1	-17%	-1%	-11%	0.4%	-9%
CCCCNC(=O)c1onc(CSc2ccccn2)c1C(=O)NCCCC	2%	31%	12%	0.3%	29%
Cc1ccccc1Nc1nc(CSc2nnc(-c3ccoc3C)n2C)cs1	-10%	67%	4%	2.5%	53%
COc1ccccc1Oc1c(C)oc2c(CN3CCN(C)CC3)c(O)ccc2c1=O	-2%	2%	/	/	-4%
C#CCOCCOCCOCCNc1nc(N2CCN(C(=O)C([C@@H](C)CC)n3cc(C(N)COC(=O)C(F)(F)F)nn3)CC2)nc(N2CCN(C(=O)C([C@@H](C)CC)n3cc(C(N)CC(C)C)nn3)CC2)n1 (stereo partly drawn)	5%	16%	/	/	-7%

Arranged by molecular weight (largest number first): part of the list above.
SMILES	PhoP GFP inhibition	tuberculosis growth	influenza NS1A	VEEV TC-83 Vero	H37Rv inhibition	others
O=C(C1=C[C@H](c2ccccc2)C[C@H](OCc2ccc(CO)cc2)O1)N1CCN(Cc2ccc3c(c2)OCO3)CC1	0%	31%	-3%	1.7%	63%
COc1cc2c(cc1OC)CN(C(=O)c1cc(S(=O)(=O)N3CCOCC3)c(Cl)cc1Cl)CC2	-5%	-2%	-6%	6.2%	0%
O=C(COC(=O)Cc1ccc(S(=O)(=O)N2CCOCC2)s1)Nc1ccc2c(c1)OCO2	7%	-11%	3%	0.6%	-5%
CCCC12CN(C(=O)c3ccc(OC)cc3)CC(C)(CN(C(=O)c3ccc(OC)cc3)C1)C2=O	2%	1%	-1%	8.2%	-3%
Cc1ccc2cc3c(NS(=O)(=O)c4cccc5nonc45)nn(CC(C)C)c3nc2c1	8%	33%	5%	2.5%	4%
CCc1ccc(NC(=O)CSc2nc(CSc3ccc(C)cc3)cc(=O)[nH]2)cc1	-1%	7%	6%	0.4%	-10%
COc1ccc(-c2sc3ccccc3c2-c2ccc(OCCN(C)C)cc2)cc1	/	?	11%	i	?	VEEV TC-83 Vero 10K pilot screen=0.0
Cc1ccccc1Nc1nc(CSc2nnc(-c3ccoc3C)n2C)cs1	-10%	67%	4%	2.5%	53%
CCCCNC(=O)c1onc(CSc2ccccn2)c1C(=O)NCCCC	2%	31%	12%	0.3%	29%
C=CCNC(=O)COc1ccc(S(=O)(=O)Nc2ccc(OCC)cc2)cc1	-1%	-15%	-3%	i	-15%
COc1ccc2c(c1OC)C(=O)N1N=C(c3ccc(Br)cc3)CC21 (stereo not drawn)	-6%	73%	-7%	1.2%	-10%
Cc1ccc2c(c1)N(CCCC(=O)NCCCN1CCCCC1)C(=O)CO2	-7%	-22%	1%	2.4%	-14%
Cc1cccc(NC(=O)C2CCN(C(=O)c3ccc(F)cc3)CC2)n1	1%	-5%	11%	1.6%	-9%
CCN1C(=O)/C(=C\c2ccncc2)SC1=Nc1ccc(C)c(C)c1	-3%	24%	-2%	6.1%	0%
C=CCNC(=O)COC(=O)c1ccc(Cl)c(S(N)(=O)=O)c1	5%	-3%	-8%	0.2%	-5%
Cc1ccc(CN2CCN(/N=C/c3ccc(O)c(O)c3)CC2)cc1	11%	-12%	-23%	1.0%	-1%
COc1ccc(C(=O)NCCNC(=O)c2ccc(C)nc2)cc1	1%	-2%	-8%	0.7%	-3%
Cc1ccc(S(=O)(=O)NCCN2CCOCC2)s1	-7%	-4%	-6%	2.0%	-13%
Cc1ccc(C(=O)NS(=O)(=O)c2ccc(C)cc2)cc1	-17%	-1%	-11%	0.4%	-9%

Later entries.
SMILES	PhoP GFP inhibition	tuberculosis growth	influenza NS1A	VEEV TC-83 Vero	H37Rv inhibition	others
CCc1ccc(/C=N/NC(=O)c2nnn(-c3nonc3N)c2CN2CCOCC2)cc1	10%	14%	-5%	1.2%	2%
Nc1c2c(nc3ccccc13)CCCC2	10%&-9%	15%&4%	-6%&-1%	1.4%&3.9%	-2%&0%
COc1cc(/C=C/C(=O)Nc2ccc(C)cc2)cc(OC)c1OC	-8%	28%	5%	12%	-3%
C#CCOCCOCCOCCNc1nc(N2CCN(C(=O)C([C@@H](C)O)n3cc([C@@H](N)CCCCN)nn3)CC2)nc(N2CCN(C(=O)[C@H](CCCN=C(N)N)n3cc(C(N)[C@@H](C)CC)nn3)CC2)n1 (stereo partly drawn)	/	79%	6%	7.1%	17%
COc1ccccc1NCCC(=O)OCC(=O)NC1CC1	0%	34%	13%	1.0%	3%
COc1cccc(CNS(=O)(=O)c2cc(Br)cc3c2N(C(C)=O)C(C)C3)c1 (stereo not drawn)	-9%	-9%	-9%	i	-4%
c1ccc2c(-c3c[nH]c4ccccc34)c3ccccc3nc2c1	-10%	19%	-10%	i	10%
CC(C)NC(=O)CN1CCN(Cc2nc(-c3cccs3)no2)CC1	4%	0%	-9%	0.6%	9%
CC(C)NC(=O)COc1ccc(S(=O)(=O)N2CCCC2)cc1	-10%	14%	-13%	i	-17%
Cc1ccc2c(c1)c1c(n2CC(O)CN2CCC(C)CC2)CCCC1 (stereo not drawn)	78µM*	40%	3%	6.2%	7%
CCOC(=O)C1=C(CC)Nc2ccccc2N/C1=N\S(=O)(=O)c1ccc2ccccc2c1	-33%	15%	1%	1.4%	5%
Cc1ccc(-c2nonc2NC(=O)c2ccco2)cc1	-8%	14%	4%	0.1%	2%
O=C(N/N=C(\c1ccccc1)c1cccnc1)c1cc(O)ccc1O	-3%	30%	/	/	-22%
CC12CCC(C/C1=N/NC(=O)COc1ccccc1Cl)C2(C)C (stereo not drawn)	-1%	38%	-1%	0.0%	5%
CC(C)N(Cc1nc(-c2ccc3c(c2)OCO3)no1)Cc1nccn1C	-8%	-12%	4%	0.4%	-1%
COc1ccccc1N1C(=O)C2C(C(=O)c3ccccc3)=NN(c3ccccc3)C2C1=O (stereo not drawn)	-27%	15%	-31%	4.1%	8%
Cc1[nH]c2ccccc2c1C(=O)COC(=O)c1c(-c2c(F)cccc2Cl)noc1C	-10%	11%	-5%	8.9%	4%
Cc1ccc(CCNS(=O)(=O)c2c(C)nc3sccn3c2=O)cc1	3%	-14%	4%	0.7%	-6%	VEEV TC-83 Vero 10K pilot screen=0.6
CC(=O)N(c1cc(C)ccc1C)c1ccccc1[N+](=O)[O-]	/	/	-8%	0.2%	/
